High-throughput results as filed in PubChem BioAssay.
HTR5A inv ag = HTR5A inverse agonists in luminescence cell assay, primary screen, counter-screen for OPRM1-OPRD1 heterodimer inverse agonist project, full-deck HTS. 5-hydroxytryptamine receptor 5A (Homo sapiens), P47898. HTR5A cell line, inverse agonism. inhibition, % at 9.3 µM. actives 0.083% (n = 340,000). AID 504634, 2011; in the data active means inhibition mostly above about 23%, no sharp cut-off; inactive means mostly below about 18%;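 further: 0% = cells with DMSO and 100% = no-cell wells with DMSO; some compounds called inactive have numbers as strong as hits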
Target sequence (P47898 whole entry, looked up): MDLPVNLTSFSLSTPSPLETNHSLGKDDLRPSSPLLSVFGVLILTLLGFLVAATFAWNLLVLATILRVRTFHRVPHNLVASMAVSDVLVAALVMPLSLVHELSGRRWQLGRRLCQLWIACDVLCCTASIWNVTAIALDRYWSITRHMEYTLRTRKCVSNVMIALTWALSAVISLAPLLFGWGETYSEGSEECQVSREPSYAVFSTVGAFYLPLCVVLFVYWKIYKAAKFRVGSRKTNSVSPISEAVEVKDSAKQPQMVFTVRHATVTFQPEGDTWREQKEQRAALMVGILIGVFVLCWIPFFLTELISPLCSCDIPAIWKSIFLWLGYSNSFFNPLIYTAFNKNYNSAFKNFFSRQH
DAGLB inhibitor = DAGLB lipase inhibitors, primary screen, biochemical, fluorescence, HTS | Diacylglycerol lipase-beta (Homo sapiens), Q8NCG7 | HEK293T DAGLB membrane lysate, EnzChek fluorogenic substrate | inhibition, % at 5.17 µM | actives 0.059% (n = 340,000); in the data active means inhibition above about 34%;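 further: 0% = enzyme with vehicle and 100% = wells lacking enzyme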
HTR5A ag ctr = HTR5A agonists in luminescence cell assay, primary screen, counter-screen for OPRM1-OPRD1 heterodimer agonist project, full-deck HTS; 5-hydroxytryptamine receptor 5A (Homo sapiens), P47898; actives 0.61% (n = 340,000); cell-based; activation, % at 9.3 µM; in the data active means activation mostly above about 9.5%, no sharp cut-off; inactive means mostly below about 7.6%;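 further: 0% = cells with vehicle only and 100% = reference agonist; strong numbers were not always called active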
PKA-R2B activ = activators of PKA-R2B holoenzyme, primary screen, biochemical, fluorescence polarization, Cy5-IP20, human | cAMP-dependent protein kinase catalytic subunit beta (Homo sapiens) + cAMP-dependent … | PKA-R2B holoenzyme dissociation; R2B truncated from residue 108, S112A mutant; 0% DMSO only, 100% 113 µM cGMP | activation, % at 11.4 µM | actives 0.079% (n = 340,000);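 active means activation above a cutoff set at the mean over all compounds plus 3 SD, cut at about 18% in these data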;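 further: higher means more holoenzyme dissociation and a rise in polarization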
Target sequence (P31323 whole entry, looked up, other chains not shown, the tested form may be a part): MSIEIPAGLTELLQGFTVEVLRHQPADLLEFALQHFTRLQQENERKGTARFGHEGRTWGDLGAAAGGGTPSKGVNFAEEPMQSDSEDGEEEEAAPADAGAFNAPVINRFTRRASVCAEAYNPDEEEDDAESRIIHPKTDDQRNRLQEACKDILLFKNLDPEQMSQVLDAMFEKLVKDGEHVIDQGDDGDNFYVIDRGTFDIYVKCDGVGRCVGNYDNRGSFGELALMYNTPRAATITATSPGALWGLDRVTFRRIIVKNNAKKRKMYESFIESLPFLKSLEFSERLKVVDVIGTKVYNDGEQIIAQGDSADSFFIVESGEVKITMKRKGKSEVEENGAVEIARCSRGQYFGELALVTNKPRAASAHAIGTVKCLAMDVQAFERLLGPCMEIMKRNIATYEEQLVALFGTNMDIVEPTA
CDK5 inh = inhibitors of human CDK5/p35 kinase, primary screen, biochemical, single concentration. AID 488839, 2010. Cyclin-dependent kinase 5 (Homo sapiens) + Cyclin-dependent kinase 5 activator 1 (Homo …. actives 0.01% (n = 330,000). Recombinant CDK5/p35, ADP-Glo luminescence, 60 min. inhibition, % at 10 µM;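 active means highest replicate inhibition of at least 50% and at least 75% of replicates reaching 50%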;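 further: plate controls were DMSO neutral control for no effect and GW8510 at 10 µM for full effect; many of its hits are not listed in these tables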
Ecoli viability = E. coli V3065 growth inhibition, primary screen, counter-screen for AddAB inhibitor project, absorbance, OD600; 18 h; inhibition, % at 11.9 µM; actives 0.27% (n = 330,000); AID 449728, 2010;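 active means inhibition above the campaign's mean inhibition across all tested compounds plus 3 SD, cut at about 9.9% in these data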;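 further: uninfected addAB+ strain grown without phage in ampicillin broth; 0% = DMSO wells and 100% = ciprofloxacin 0.95 µg/ml wells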
PKA-R1A activ = activators of PKA-R1A holoenzyme, primary screen, biochemical, fluorescence polarization, Cy5-IP20, bovine R1A, mouse PKAc; cAMP-dependent protein kinase type I-alpha regulatory subunit (Bos taurus) + …; PKA-R1A dissociation; scaled: DMSO 0%, 113 µM cGMP 100%; activation, % at 11.4 µM; actives 0.083% (n = 340,000); AID 504707, 2011;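 active means percent activation above the mean of all tested compounds plus 3 SD, cut at about 19% in these data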;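 further: higher means more PKAc released from R1A so a rise in polarization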
Tat transport = E. coli Tat export inhibitors, primary screen, MC4100, TorA-mCherry reporter, fluorescence, single point | inhibition, % at 10 µM | actives 0.036% (n = 340,000) | AID 488895, 2010;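 active means mean replicate inhibition at least 50% and at least half of replicates individually reaching 50%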;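 further: exported cargo escapes ClpAP degradation while cytoplasmic cargo is degraded and loses fluorescence; 0% = median of neutral control wells and 100% = median of NaSCN control wells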
AddAB inh = growth inhibition of E. coli expressing H. pylori AddAB, primary screen, AddAB inhibitor project, absorbance | AID 435030, 2010 | inhibition, % at 11.9 µM | actives 0.29% (n = 330,000); in the data active means inhibition above about 12%;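 further: 0% = vehicle wells of infected cells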
Mot1-301 SUMO = yeast Mot1-301 growth rescue at high temperature, primary screen, SUMOylation pathway inhibitor project, S. cerevisiae, ATP luminescence, 38.5C; growth rescue, % at 18.8 µM; S. cerevisiae Mot1-301 growth rescue; percent above DMSO median, 100 means doubled; actives 1% (n = 320,000);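 active means every valid replicate shows activation above 250% relative to neutral control wells; inactive means the rest, any valid replicate at or below 250%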;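 further: OY570 slx delta 5 strain wells were the positive control but not used for scaling; some compounds called inactive have numbers as strong as hits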
phage Ecoli inh = growth loss of phage-infected E. coli, primary screen, RecBCD inhibitor project, absorbance, with phage, HTS | actives 0.26% (n = 360,000) | AID 651602, 2012 | inhibition, % at 11.9 µM; in the data active means inhibition above about 11%
Active calls of the source: *; / = not tested or not shown.

SMILES	HTR5A inv ag	DAGLB inhibitor	HTR5A ag ctr	PKA-R2B activ	CDK5 inh	Ecoli viability	PKA-R1A activ	Tat transport	AddAB inh	Mot1-301 SUMO	phage Ecoli inh
O=C1NCC(=O)N2C(c3ccccc3)c3[nH]c4ccccc4c3C[C@@H]12 (stereo partly specified)	-13	-3	3	-14	-2.2	-1.4	-9	-4	0.4	-6	1.4
CSc1ccc(CCNC(=O)CSc2ccsc2[N+](=O)[O-])cc1	-18	0	-2	-12	-0.3	1.4	-10	12	6.1	/	1.5
COc1ccc(C/C(C)=N/NC(=S)Nc2ccc(C)c(C)c2)cc1	5	0	0	-7	-0.5	-1.9	-6	-3	-0.2	-8	2.8
CCCc1ccc(OCC(O)CN2CCN(C(=O)OCC)CC2)cc1 (stereo unspecified)	1	-5	0	3	-2.0	1.4	8	6	-0.5	47	-0.2
O=C(/C=C1\NC2(CCCC2)Cc2ccccc21)C(=O)N/N=C/c1ccccc1O	-23	13	4	-2	-8.5	13*	-5	1	16*	39	25*
CC(=O)N/C(=C\c1ccc(F)cc1)C(=O)OC(C)C	25	0	-9	7	-0.3	-2.6	-10	-2	1.8	-1	2.0
O=C(Nc1ccc(S(=O)(=O)N2CCCC2)cc1)c1cncc(Br)c1	20	0	-8	0	-0.4	0.9	-9	-5	4.7	-5	4.1
CC(C)C(=O)Nc1cc(-c2nc3ncccc3o2)ccc1Cl	2	-3	4	-7	1.1	0.2	-9	-2	0.5	-2	2.7
Fc1ccc(COc2cccc(-c3n[nH]c(=S)o3)c2)cc1	-8	8	3	-12	1.4	-0.2	-6	-4	3.1	7	3.9
CCOC(=O)CN1N=C(/C=C/c2ccc(C(C)C)cc2)CCC1=O	-4	-12	2	-8	0.2	0.0	2	10	0.3	7	-1.5
CCN(Cc1ccncc1)Cc1nc(CC2CC2)no1	-9	1	3	-2	0.5	-0.5	-10	-5	-1.8	-14	4.2
Cc1cnc(SCc2cnc(C)nc2N)nc1	15	1	-1	10	1.9	0.2	-23	0	5.5	-8	2.2
O=Cc1cc(CCC(=O)O)ccc1O	-9	0	-2	10	0.7	-1.1	3	-33	3.4	-6	1.9
Cc1c(O)ccc(C(=O)CN2CCN(c3ccc(F)cc3)CC2)c1O	13	1	-2	-5	1.1	-1.2	-6	3	0.9	7	-1.2
COc1ccccc1N(C(=O)c1ccco1)C(C(=O)NC1CCCC1)c1cccs1 (stereo unspecified)	-23	-2	8	-7	0.2	-1.5	11	5	4.4	14	-3.0
CCOc1ccccc1N=Cc1c(O)n(C)c(=O)n(C)c1=O	2	-4	0	0	0.8	/	-1	-4	/	/	-1.0
O=C(CNS(=O)(=O)c1ccc(F)cc1)Nc1ccccc1	1	-1	0	-3	-0.8	-1.4	3	-4	2.1	-3	-0.4
CCc1ccc(NC(=O)c2sccc2-n2cccc2)cc1	-18	-16	3	2	0.9	-2.7	-16	5	1.1	18	0.7
CCC(CO)NC(=O)c1ccc(-c2nn(C)c(=O)c3ccccc23)cc1 (stereo unspecified)	-9	-3	3	-3	-0.6	2.4	2	-3	4.9	-16	-0.3
CC(C)C[C@H]1CN=C(Nc2ccccc2)N1CCCCc1ccccc1	7	3	-3	4	0.1	0.4	-7	-5	0.6	7	1.4
CC(/C=C/c1ccco1)=N/NC(=O)Cc1cccs1	-19	5	4	5	2.1	0.4	3	-7	1.0	-14	1.3
Cc1nc2cc(C(=O)O)ccc2n1-c1ccc(F)cc1F	-2	-4	2	6	-0.6	-3.6	-5	-6	2.9	-11	2.3
Cc1ccc(SCC(=O)NC2CCS(=O)(=O)C2)cc1C (stereo unspecified)	-11	-3	4	-2	0.1	-2.5	-8	-6	0.9	55	0.5
CC1=C(C(=O)Nc2ccccc2C(=O)N2CCCCC2)SCCO1	17	-1	1	-9	0.3	-1.5	4	2	3.0	6	-0.2
O=c1c(-c2ccc(Br)cc2)[n+]([O-])c2ccccc2n1OCc1ccccc1	-14	-5	3	-3	-3.7	-1.2	5	1	0.9	-17	0.3
O=C(NCc1nc2ccccc2[nH]1)c1ccc(Cl)c(S(=O)(=O)N2CCCC2)c1	17	0	-5	-6	0.2	4.7	-9	-3	16*	-3	10
O=C(c1ccccc1)N1CCN(S(=O)(=O)c2cccs2)CC1	-4	-4	-3	4	0.7	1.5	-5	9	3.2	-2	1.2
COCP(=O)(c1ccccc1)c1ccccc1	5	-2	4	-1	-0.7	-1.1	10	0	1.1	-3	-0.8
O=C(NNC(=O)c1sccc1-n1cccc1)c1cccc(Cl)c1	26	1	3	0	-3.3	-1.6	9	16	3.5	-11	0.2
CCn1c(C)c(CCC(=O)O)c(=O)n2nc(-c3ccccc3OC)cc12	22	0	2	4	-1.1	0.8	-1	-6	0.8	-14	1.3
COc1ccc(N2CCN(c3nc4c(C)cccn4c(=O)c3C=C(C#N)C#N)CC2)cc1	5	0	-2	8	-0.1	/	-8	-1	/	/	4.4
CCS(=O)(=O)c1ccc(N=Nc2ccc(O)c3ncccc23)c(OC)c1	7	20	-3	1	1.6	/	-1	-4	/	/	9.2
CCOC(=O)COc1ccc(-c2nnc(-c3ccccc3)o2)cc1	3	12	-12	-12	1.0	-1.8	-5	-10	-0.3	-21	-0.4
Cc1ccc(C(NC(=O)N2CCCC2)C(Cl)Cl)cc1F (stereo unspecified)	3	-1	-1	1	0.4	-1.6	0	1	2.5	-20	4.1
Cc1ccc(C)c(NC(=O)c2ccc(S(=O)(=O)N(C)CC3CCCO3)cc2)c1 (stereo unspecified)	-22	0	4	2	-1.1	-0.3	4	-1	0.2	6	0.2
N#C/C(=C\c1ccc(O)c(O)c1)C(=O)c1ccc(O)c(O)c1	-34	12	10	9	13	0.1	-5	0	-1.4	-32	1.6
O=C(COc1ncnc2sccc12)N1CCN(C(=O)c2ccco2)CC1	0	0	0	-8	0.1	-1.5	-4	0	1.6	196	-1.0
CC(C)c1ccc(NC(=O)COC(=O)/C=C/c2cccc(Br)c2)cc1	-3	-6	1	-3	0.6	-1.9	-5	10	0.2	-2	-0.4
COc1cc2ncnc(NCc3ccccc3Cl)c2cc1OC	0	0	2	-1	-1.5	0.7	-5	5	-1.9	-20	1.9
CCOc1cc(CNCCO)cc(Br)c1OCc1ccc(Cl)cc1Cl	-10	-3	-3	4	1.1	-3.8	-8	6	2.3	149	0.2
O=c1oc(-c2ccc(Br)o2)nc2ccccc12	-15	-6	-2	-4	-1.4	2.5	3	-7	4.5	11	3.1
CN(CCOc1ccc(Cl)cc1)c1ccc(S(=O)(=O)N2CCCCC2)cn1	9	-12	-4	-3	0.0	-0.2	-2	6	2.9	-8	2.5
Cc1cc(C)nc(N2CCCC(C(=O)Nc3nnc(C(C)(C)C)s3)C2)n1 (stereo unspecified)	-10	1	3	-5	3.8	-1.4	-11	9	2.3	14	1.3
COc1ccc(C(=O)NC(=S)NC2CCCCC2)cc1	15	-8	3	4	2.4	2.0	-4	5	1.8	-9	3.3
Cc1cc2c(NCC(C)O)ncnc2s1 (stereo unspecified)	4	0	-4	-18	-0.3	1.2	-2	-4	4.2	786	1.1
Cc1ccc2nc(SCC(=O)Nc3cc(C)on3)[nH]c2c1	9	2	4	-6	-0.3	1.0	2	-7	2.3	-2	4.1
COC(=O)c1cn[nH]c1NC(=S)Nc1ccccc1C	-21	-4	2	-11	-1.2	0.9	-16	0	1.0	/	1.0
CN1OC[C@@H]2CN(Cc3cc(Cl)cc(Cl)c3)[C@H](c3cccc(-c4ccccc4)c3)C[C@@H]21	7	-3	-2	-2	0.1	/	3	1	/	/	2.5
N/C(=N\OC(=O)Cc1ccc(Cl)cc1)c1ccncc1	-7	-2	3	1	-1.0	0.7	-2	-5	4.5	294	-2.0
COc1ccc(CSc2nncn2C)cc1F	-10	-3	4	-17	0.1	-0.1	-9	2	5.4	-6	6.4
CCc1ccccc1NC(=O)NNS(=O)(=O)c1cc(C)ccc1C	0	0	2	2	-0.9	0.9	-1	-1	0.4	0	0.9
Cc1nn(CC(=O)Nc2cccc(Cl)c2)c(=O)c2cc(-c3ccccc3)nn12	-24	2	0	-9	/	1.1	1	-3	0.7	-10	1.8
CN(Cc1ccccc1)C(=O)CC(=O)N(C)Cc1ccccc1	-5	1	7	-4	-1.6	0.4	-1	5	0.6	-7	1.4
O=S(=O)(c1ccc(Cl)cc1)N1CCN(c2ncnc3sccc23)CC1	0	-2	0	-10	0.0	0.7	-3	3	0.7	6	2.9
CC(=O)Nc1ccc(S(C)(=O)=O)c(C)c1	18	-2	-1	1	/	-1.6	4	-3	3.4	230	2.3
CCc1ccccc1NNC(=O)c1cc(C)on1	-26	0	0	-9	-0.3	0.6	-3	1	3.6	25	1.2
Cc1cc(Cl)cc(Br)c1OCCCNCC(C)O (stereo unspecified)	5	-1	-2	2	0.9	0.6	3	3	0.7	-20	1.2
CCc1cc(-c2n[nH]c(C)c2-c2nc3ccccc3s2)c(O)cc1OCC(=O)NN	7	2	-2	2	0.7	-1.3	-1	-6	4.3	15	-1.4
Cc1ccc2c(c1)C(=O)CCN2	-11	-1	-1	3	0.6	-1.3	3	2	2.3	162	2.0
CCC1=[N+]([O-])C(C)(/C(C)=N\O)N(O)C1(C)C (stereo unspecified)	-12	-1	-5	1	-2.0	0.9	8	-3	2.1	-42	0.4

(more compounds)
SMILES	HTR5A inv ag	DAGLB inhibitor	HTR5A ag ctr	PKA-R2B activ	CDK5 inh	Ecoli viability	PKA-R1A activ	Tat transport	AddAB inh	Mot1-301 SUMO	phage Ecoli inh
O=C(CCCNC(=O)c1ccc(Cl)cc1)Nc1ccccc1C(F)(F)F	-6	-7	2	-1	0.6	-5.3	2	-2	0.0	-5	0.3
CC(C)(C)C(=O)c1cnc(Nc2ccccc2Cl)s1	-58	-6	-1	-1	1.1	1.1	1	0	1.1	177	2.8
COc1ccc2ccc3c(c2c1)N=C[C@]1(O3)N(C)c2ccccc2C1(C)C	-8	1	1	-8	-1.0	-4.2	-15	0	-1.1	13	0.3
COCCn1ccc2c(OCC(=O)NCc3ccc(C)cc3)cccc2c1=O	-4	0	-8	4	0.4	1.7	7	4	3.9	7	2.1
